Screens (PubChem)
UBC13 polyUb – UBC13 polyubiquitin chain formation inhibitors, primary screen, biochemical, TR-FRET, uHTS | AID 485273, 2010 | inhibition, % at 20 µM | Ubiquitin-conjugating enzyme E2 N (Homo sapiens), P61088 | 330,000 tested, 0.47% active; in the data active = inhibition above about 45%, passing the limit was not always enough
Target sequence (P61088 whole entry, looked up): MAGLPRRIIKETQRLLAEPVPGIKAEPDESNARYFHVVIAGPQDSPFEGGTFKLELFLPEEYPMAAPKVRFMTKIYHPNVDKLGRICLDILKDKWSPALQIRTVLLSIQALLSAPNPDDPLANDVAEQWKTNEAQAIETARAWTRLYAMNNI
APJ antag – antagonists of human apelin receptor APJ, primary screen, CHO-K1 cells, beta-arrestin complementation, luminescence; P35414; inhibition, % at 20 µM; 330,000 tested, 0.32% active;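 active = inhibition above about 40% at 20 µM, limit read from the data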;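 note: cells challenged with 10 nM apelin-13 agonist together with compound; plate controls were apelin-13 plus DMSO wells for no effect and DMSO wells lacking apelin-13 for full effect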
Target sequence (P35414 whole entry, looked up): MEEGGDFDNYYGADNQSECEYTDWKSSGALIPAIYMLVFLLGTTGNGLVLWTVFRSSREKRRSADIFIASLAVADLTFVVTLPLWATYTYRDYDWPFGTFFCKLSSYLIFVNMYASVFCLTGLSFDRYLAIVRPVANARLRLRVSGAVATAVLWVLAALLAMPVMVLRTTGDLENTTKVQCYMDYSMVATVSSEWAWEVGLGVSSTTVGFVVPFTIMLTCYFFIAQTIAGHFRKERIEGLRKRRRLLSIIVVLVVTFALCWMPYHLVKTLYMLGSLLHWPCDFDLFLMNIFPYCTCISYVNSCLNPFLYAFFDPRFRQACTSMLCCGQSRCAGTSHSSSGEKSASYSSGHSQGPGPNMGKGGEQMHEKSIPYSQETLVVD
APJ agonist – agonists of human apelin receptor APJ, primary screen, CHO-K1 cells, PathHunter beta-arrestin, luminescence | 0% DMSO wells, 100% apelin | activation, % at 20 µM | 330,000 tested, 0.11% active | AID 2520, 2010;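 active = activation more than six SD over the plate average, tested at 20 µM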;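 note: 0% = DMSO alone and 100% = apelin-13 at 10 nM; some results filed as inactive read as strong as hits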
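Assay system – PathHunter CHO-K1 APJ (AGTRL-1) beta-arrestin reporter cells · Compound – one dose, 20 µM compound, 1% DMSO · Timing – compound 90 min 25 °C, reagent 1 h · Measured by – luminescence from split beta-galactosidase complementation, Galacton Star/Emerald II substrate · Measure – beta-arrestin recruitment to APJ as agonist activity, luminescent signal · Benchmarks – DMSO vs Apelin-13 10 nM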
Gli-Sufu block – Gli-Sufu pathway antagonists, primary screen, luciferase luminescence, Sufu-KO-LIGHT cells, uHTS; Sufu-KO-LIGHT fibroblasts, Gli luciferase reporter luminescence; inhibition, % at 5 µM; 340,000 tested, 0.74% active;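 active = inhibition above about 55%, limit read from the data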;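 note: 0% = DMSO-treated cells and 100% = wells with medium but no cells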
CCR6 antagonist – CCR6 receptor antagonists, primary screen, cell-based, CHO-K1, luminescence, beta-arrestin, uHTS; C-C chemokine receptor type 6 (Homo sapiens), P51684; CHO-K1 CCR6 PathHunter beta-arrestin, CCL20-stimulated; inhibition, % at 20 µM; 340,000 tested, 0.49% active; AID 493098, 2011;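 active = compounds whose inhibition of the agonist-driven luminescence signal at 20 µM reaches about 50%, limit read from the data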;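 note: cells stimulated with CCL20 at 14 nM final; plate controls were DMSO with CCL20 for no effect and DMSO without agonist for full effect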
Target sequence (P51684 whole entry, looked up): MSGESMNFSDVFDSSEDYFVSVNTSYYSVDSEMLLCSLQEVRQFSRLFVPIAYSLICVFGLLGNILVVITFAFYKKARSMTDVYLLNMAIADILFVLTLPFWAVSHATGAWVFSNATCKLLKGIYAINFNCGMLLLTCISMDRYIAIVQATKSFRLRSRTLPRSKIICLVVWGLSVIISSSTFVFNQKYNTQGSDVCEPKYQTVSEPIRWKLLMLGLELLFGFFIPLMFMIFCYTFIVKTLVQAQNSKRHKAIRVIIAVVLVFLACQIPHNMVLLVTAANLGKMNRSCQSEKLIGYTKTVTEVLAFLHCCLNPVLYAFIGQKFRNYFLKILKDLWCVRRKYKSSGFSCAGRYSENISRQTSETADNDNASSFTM
EBI2 block – EBI2 receptor antagonists, beta-arrestin recruitment, primary screen, cell-based, luminescence, 7a,25-OHC stimulation, uHTS; G-protein coupled receptor 183 (Homo sapiens), P32249; 7a,25-OHC stimulated; inhibition, % at 5 µM; 360,000 tested, 0.81% active; in the data active = inhibition above about 38%;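 note: enzyme fragment complementation signal reports receptor beta-arrestin coupling in cells; 0% = agonist plus DMSO wells and 100% = wells without agonist; some results beyond the cut were filed as inactive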
ATG4B inh – ATG4B protease inhibitors, primary screen, biochemical, fluorescence, uHTS; ATG4B cleavage of LC3-PLA2, NBD-HPC fluorescence, 1 h; 340,000 tested, 0.51% active; AID 504462, 2011; inhibition, % at 8.33 µM; in the data active = inhibition above about 40%
CXCR6 inh – CXCR6 receptor inhibitors, primary screen, cell-based, beta-arrestin, luminescence, CHO-K1 PathHunter, 1536-well. C-X-C chemokine receptor type 6 (Homo sapiens), O00574. inhibition, % at 20 µM. 360,000 tested, 0.36% active. AID 602244, 2012; in the data active = inhibition above about 34%, passing the limit was not always enough;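 note: antagonist mode with CXCL16 agonist at 10 nM final; 0% = 10 nM CXCL16 with DMSO and 100% = unstimulated wells without agonist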
Active calls of the source: *; / = not tested or not shown.

Screens in order: CCR6 antagonist | CXCR6 inh | APJ antag | Gli-Sufu block | UBC13 polyUb | ATG4B inh | APJ agonist | EBI2 block
> CCN(C(=O)CSc1nnc(C)c(=O)[nH]1)c1cccc2ccccc12
    2 | -4 | -12 | -4 | 5 | 2 | -1 | -9
> O=C(NC1CCCC1)C1CCCN1C(=O)Oc1ccccc1 (centres undefined)
    6 | -5 | -12 | 5 | 9 | -4 | -3 | -9
> CC(C)c1onc(C(=O)N2CCCCCC2)c1[N+](=O)[O-]
    4 | 0 | 11 | -1 | -3 | -10 | -2 | 2
> O=S(=O)(c1cccc(C(F)(F)F)c1)N1CCC(O)(c2cccnc2)CC1
    13 | -6 | 1 | 3 | 10 | -5 | -5 | -1
> Cc1sc2ncn(CC(=O)NCc3ccco3)c(=O)c2c1-c1ccccc1
    16 | -4 | 8 | -3 | -4 | -5 | -2 | -7
> O=C(CN1CCN(c2ccccc2F)CC1)c1c[nH]c2ccccc12
    -2 | -3 | 8 | -2 | 10 | -4 | 1 | 5
> CCCCN(C(=O)c1ccc(N2CCCC2=O)cc1)c1c(N)n(CC(C)C)c(=O)[nH]c1=O
    -1 | 0 | -12 | 0 | -2 | -8 | -3 | 0
> CC(=O)Nc1ccc(S(=O)(=O)NC(C)c2nc(-c3ccccc3)no2)cc1 (centres undefined)
    -9 | -2 | 2 | -19 | 5 | 1 | -1 | -6
> Cc1cc(Br)ccc1NC(=O)CN(C)C(=O)c1cc(S(=O)(=O)N(C)C)ccc1N1CCCC1
    14 | -1 | 27 | 10 | 2 | -8 | -1 | 1
> C=CCc1cccc2cc(C(=O)OCC(=O)c3ccccc3)c(=O)oc12
    4 | -1 | 4 | -2 | 0 | -2 | -3 | -5
> Cc1ccc(CNC(=O)c2ccc(NS(=O)(=O)c3c(C)noc3C)cc2)cc1
    -15 | -1 | -12 | 25 | -8 | -5 | 0 | 20
> O=C(Nc1cccnc1)c1ccc(CSc2ccccc2)cc1
    -8 | 3 | -16 | -7 | 0 | 1 | -3 | 13
> c1ccc2sc(SCc3ccc(-c4nnco4)cc3)nc2c1
    -1 | 1 | -14 | -76 | 7 | -16 | -3 | 5
> O=C(NCc1ccccn1)c1cnc2sccn2c1=O
    2 | -1 | -3 | -4 | -4 | -8 | 4 | 6
> COC(=O)C1=CN(Cc2ccc(C)cc2)C=C(C(=O)OC)C1c1cc(OC)c(OC)c(OC)c1
    5 | 5 | -13 | 49 | 6 | 6 | -2 | 18
> O=C(NCc1ccc2c(c1)OCO2)c1ccc(CS(=O)(=O)Cc2cccc(Cl)c2)o1
    10 | 1 | -10 | 0 | -5 | -11 | -1 | 0
> COc1ccc(S(=O)(=O)n2nc(OCc3cccs3)cc2N)cc1
    5 | -5 | -77 | -6 | -1 | 3 | 4 | -11
> CC(=O)Nc1ccc(NC(=O)Nc2cc(C)cc(C)c2)cc1
    1 | 1 | -20 | -3 | 8 | -3 | 0 | -5
> C=CCn1c(SCC(=O)NCCCO)nc2sc3c(c2c1=O)CCC3
    2 | 6 | -6 | -4 | -3 | -6 | 0 | -15
> O=C(Nc1ccccc1C(=O)NCC1CCCO1)c1ccccc1 (centres undefined)
    -5 | 1 | -11 | 3 | -1 | -1 | -1 | 8
> O=C(Nc1ccc(N2CCN(C(=O)c3ccco3)CC2)c(Cl)c1)c1cc2ccccc2o1
    -17 | -4 | -45 | 7 | -8 | 8 | 17* | -51
> O=C(Nc1ccc(N2CCOCC2)cc1)c1cccc(-n2cnnc2)c1
    -7 | -6 | 17 | -22 | -10 | -6 | 0 | 2
> COc1ccc(C(=O)Nc2cccc(S(=O)(=O)NC3=NCCCCC3)c2)cc1
    10 | 6 | 9 | 2 | -5 | -2 | -3 | -9
> CCOC(=O)c1sc2ncnc(N3CCN(CC)CC3)c2c1C
    1 | 5 | 3 | 9 | -3 | 6 | -1 | -2
> Cc1ccc(C(=O)N2CCCC(C(F)(F)F)C2)cc1S(=O)(=O)N1CCCCC1 (centres undefined)
    5 | 7 | 10 | -3 | 1 | -4 | 0 | -4
> O=C(CSc1cn[nH]n1)Nc1ccccc1C(F)(F)F
    -9 | -4 | -9 | -17 | -2 | 6 | -2 | 3
> Cc1cc2c(OCC(O)CN3CCCCC3)cccc2[nH]1 (centres undefined)
    2 | 4 | 3 | 10 | 4 | -6 | -2 | 1
> Cc1ccc2[nH]c(C(=O)NN=C3CCCCC3)c(-c3ccccc3)c2c1
    -7 | 0 | -37 | -6 | 8 | 13 | 1 | 1
> O=C(COC(=O)COc1cccc(C(F)(F)F)c1)NC(=O)NC1CCCCC1
    5 | -3 | -15 | -12 | -2 | -4 | 6 | -2
> O=C(Nc1ccccc1)Nc1cccc(NC(=O)Nc2ccccc2)c1F
    10 | 1 | -19 | 22 | -2 | -5 | 1 | 8
> COc1cc2c(=O)n(-c3ccc(C)cc3)c(=O)n(CC(=O)c3ccc4c(c3)OCO4)c2cc1OC
    18 | -7 | -5 | 10 | -1 | -5 | -2 | 6
> COc1ccc(N=Nc2nc(-c3ccccc3)c(-c3ccccc3)[nH]2)cc1
    42 | 28 | -10 | -15 | -182 | 26 | 0 | 35
> Cn1c(-c2ccc(F)cc2)cnc1SCC(=O)N1CCCCC1
    1 | -8 | 15 | -68 | -9 | 4 | -4 | -8
> CN(C)c1cccc(C(=O)OCC(=O)Nc2ccccc2Cl)c1
    9 | 4 | 10 | -7 | -4 | -3 | -4 | -6
> COC(=O)c1c(NC(=O)C(=O)NCCCN2CCOCC2)sc2c1CCC2
    9 | 3 | 6 | 7 | 6 | -3 | -1 | 3
> Cc1nnc(SC(C)C(=O)Nc2ccc3ccccc3c2)n1C (centres undefined)
    4 | 1 | -3 | 1 | 2 | -8 | -5 | -15
> COc1ccc(NC(=O)C(OC(=O)c2cnccn2)c2ccccc2)cc1Cl (centres undefined)
    5 | 7 | 1 | -2 | -1 | 0 | -1 | 10
> COc1cccc(NC(=O)C2COc3ccccc3O2)c1 (centres undefined)
    0 | 4 | -1 | 3 | -14 | 1 | -4 | 2
> COc1ccc(-c2csc(N(Cc3ccco3)C(=O)c3cccs3)n2)cc1
    10 | 9 | -13 | -3 | 2 | 9 | -1 | 20
> CCCCCC(=O)NC(=S)NC1C2CC3CC(C2)CC1C3 (centres undefined)
    39 | 7 | 30 | -34 | 17 | -2 | -2 | 19

A second format for part of the listing above.
Structure | CCR6 antagonist | CXCR6 inh | APJ antag | Gli-Sufu block | UBC13 polyUb | ATG4B inh | APJ agonist | EBI2 block
COc1ccc(C(=O)Nc2cccc(S(=O)(=O)NC3=NCCCCC3)c2)cc1 | 10 | 6 | 9 | 2 | -5 | -2 | -3 | -9
CCCCCC(=O)NC(=S)NC1C2CC3CC(C2)CC1C3 (centres undefined) | 39 | 7 | 30 | -34 | 17 | -2 | -2 | 19

(list continues)
Screens in order: CCR6 antagonist | CXCR6 inh | APJ antag | Gli-Sufu block | UBC13 polyUb | ATG4B inh | APJ agonist | EBI2 block
> COc1ccc(/C(C)=N\O)cc1OC
    -1 | -2 | 22 | 6 | -4 | -6 | 2 | -4
> CCOc1ccccc1CN1CCN(C/C=C/c2ccc(OC)cc2)CC1CCO (centres undefined)
    10 | 14 | 2 | 23 | 4 | 0 | -2 | 10
> O=[N+]([O-])c1ccccc1S(=O)(=O)Nc1cccc2cccnc12
    55* | / | 53* | 55 | -15 | -3 | -24 | /
> CC(=O)OCC1=C(C(=O)O)N2C(=O)C(NC(=O)C(C)Cn3cc(Cl)cn3)C2SC1 (centres undefined)
    12 | -4 | -7 | -2 | 3 | -4 | -3 | -4
> C=CCSc1nn2c(=O)c3ccccc3nc2s1
    -6 | 2 | -4 | -49 | 1 | -9 | -4 | 4
> O=C(Nc1ccc(S(=O)(=O)N2CCCCCC2)cc1)c1ccc(Br)o1
    20 | 0 | 6 | -3 | 2 | -1 | 0 | 5
> O=C(NCc1ccccc1)[C@]1(C(F)(F)F)C[C@H](CCc2ccccc2)CCCO1
    14 | 2 | 1 | -5 | 6 | 7 | -3 | -7
> O=C(NCC(c1ccco1)N1CCCC1)c1cccc(S(=O)(=O)Nc2ccc(F)cc2)c1 (centres undefined)
    4 | 1 | -4 | 3 | -3 | -5 | 0 | 4
> COC(CN1C(=O)C(O)=C(C(C)=O)C1c1ccccn1)OC (centres undefined)
    7 | 0 | -18 | -11 | -11 | -5 | -17 | -5
> CC(NC(=O)c1cc(Br)cs1)C1CCCO1 (centres undefined)
    11 | 2 | 8 | 6 | 11 | -1 | 3 | -5
> Cc1ccc2c(=O)oc(N(C)C)nc2c1
    12 | -5 | 7 | / | 10 | 8 | -2 | -10
> COc1ccc(CO/N=C/c2c(C)[nH]c(=O)[nH]c2=O)cc1
    -4 | 2 | -11 | 26 | 13 | -1 | -4 | -4
> Cc1cccc(Nc2nccc(N(C)C)c2C#N)c1
    8 | 6 | 0 | -7 | 0 | 7 | -4 | -3
> CN(C)S(=O)(=O)c1cccc(C(=O)Nc2ccc(S(=O)(=O)N3CCCC3)cc2)c1
    -11 | 9 | 12 | -4 | -18 | -10 | -1 | -5
> Cc1ccnc(NC(=O)c2ccc3c(c2)C(=O)N(CC2CCCO2)C3=O)c1 (centres undefined)
    10 | 3 | -3 | -7 | 6 | -2 | -4 | 0
> Cc1ccc(NC(=O)CSc2nnc3n2CCCCC3)cc1
    -17 | 5 | 3 | -1 | 4 | 8 | 0 | 1
> Cc1ccc(S(=O)(=O)CCC(=O)Nc2sccc2C#N)cc1
    4 | 2 | 9 | -1 | -9 | 2 | 1 | -3
> Cc1ccc(CN2CC(C(=O)Nc3cc(S(C)(=O)=O)ccc3Cl)CC2=O)cc1 (centres undefined)
    15 | 7 | -5 | 5 | -11 | -10 | -6 | -10
> COc1ccc(OCCCn2cccc2/C=C2/C(=N)N3OC(C)=CC3=NC2=O)cc1
    6 | -10 | 13 | -40 | 6 | -1 | -1 | 14
> CN(C)C(=O)CSc1nc2ccccc2n1CC(=O)N1CCN(c2ccccc2)CC1
    0 | -2 | -12 | -16 | 2 | 2 | 13 | -12
> CC(C)(C)NC(=O)C(c1ccc(F)cc1)N(C(=O)CCC(=O)Nc1ccccn1)C1CCCC1 (centres undefined)
    11 | 4 | 3 | -8 | -4 | -22 | -3 | -8
> N#C/C(=C\c1cccc([N+](=O)[O-])c1)c1nnc2n1CCCCC2
    7 | -11 | 7 | 12 | -5 | -3 | -1 | -30
> O=C1CCN(Cc2ccccc2)C(=O)N1c1ccccc1
    -3 | 0 | 13 | 3 | 0 | 1 | 1 | -10
> COc1cc(/C(C)=N/N2CCOCC2)cc(OC)c1OC
    -2 | 2 | -30 | 0 | -3 | 2 | 2 | -10
> O=C(Nc1ccccc1)N(c1ccccc1)C1C=CS(=O)(=O)C1 (centres undefined)
    15 | 4 | 0 | 9 | -2 | 1 | 1 | 1
> CCOC(=O)C1CC(=O)c2cc(OC)c(OC)cc2C1 (centres undefined)
    0 | -2 | 13 | 7 | 3 | -8 | -4 | 6
> Nc1cc(=O)[nH]c(SCC(=O)Nc2cccc([N+](=O)[O-])c2)n1
    6 | 7 | 26 | -1 | 3 | -8 | -4 | -3
